# TDP-43 yeast inh – TDP-43 toxicity inhibition in yeast. Potency, µM (doses to about 46.1 µM), for inactives: top-dose growth rescue (activation), actives largely listed as activators. 410,000 tested, 1.8% active. TDP-43 expressing yeast growth rescue, BacTiter-Glo, 24 h. AID 652104; further: % of control where 0% means no effect; nearly all actives have a fitted effect of over 50% in size
#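 Galactose-induced TDP-43 yeast, OD600=0.02, compound pinned; 24 hr, 30 deg C; BacTiter-Glo luminescence for growth. Inhibitors of TDP-43 toxicity read as activators.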
# KB-3-1 cytotox – kills parental KB-3-1 adenocarcinoma cells; KB-3-1 viability, CellTiter-Glo ATP luminescence, 72 h; Potency, µM (top dose mostly 46.1 µM), without a hit: at the top dose activity change, negative = cytotoxic, usual class: cytotoxic; 400,000 tested, 1.4% active; AID 1347075; further: on the % scale 0 is the no-effect control and ±100 the full control effect; nearly all actives have a fitted effect of over 60% in size
#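 Screening of KB-3-1 cells (DMEM, 10% FBS, phenol-red free) ran from lowest to highest compound concentration; after 72 h at 37 °C viability was read luminescently and curves fitted.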
# KB-V1 cytotox – KB-V1 MDR subline cytotoxicity; 400,000 tested, 3.4% active; Potency, µM (highest dose often 46.1 µM), inactives show at the top dose activity change, negative = cytotoxicity, usual class: cytotoxic; KB-V1 MDR cells viability, CellTiter-Glo, 72 h; AID 1347076; further: on the % scale 0 is the no-effect control and ±100 the full control effect; nearly all actives have a fitted effect of over 60% in size
#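 Drug-selected KB-V1 cells, grown in DMEM lacking phenol red with 10% FBS, receive compound titrations; after three days at 37 degrees C, surviving cell ATP is quantified by CellTiter-Glo luminescence and responses normalized and curve-fitted.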
# GLP1R inv ag – inverse agonists of human GLP-1 receptor. Potency, µM (top dose mostly 38.3 µM), without a hit: at the highest dose activity change, negative = inhibition, actives largely listed as inhibitors. 410,000 tested, 1.6% active. HEK293 GLP-1R CRE-luciferase, luminescence, 24 h; GLP-1R form is constitutively active; further: on the % scale 0 is the no-effect control and ±100 the full control effect; nearly all actives have a fitted effect of over 55% in size
# Target sequence (P43220 whole entry, looked up): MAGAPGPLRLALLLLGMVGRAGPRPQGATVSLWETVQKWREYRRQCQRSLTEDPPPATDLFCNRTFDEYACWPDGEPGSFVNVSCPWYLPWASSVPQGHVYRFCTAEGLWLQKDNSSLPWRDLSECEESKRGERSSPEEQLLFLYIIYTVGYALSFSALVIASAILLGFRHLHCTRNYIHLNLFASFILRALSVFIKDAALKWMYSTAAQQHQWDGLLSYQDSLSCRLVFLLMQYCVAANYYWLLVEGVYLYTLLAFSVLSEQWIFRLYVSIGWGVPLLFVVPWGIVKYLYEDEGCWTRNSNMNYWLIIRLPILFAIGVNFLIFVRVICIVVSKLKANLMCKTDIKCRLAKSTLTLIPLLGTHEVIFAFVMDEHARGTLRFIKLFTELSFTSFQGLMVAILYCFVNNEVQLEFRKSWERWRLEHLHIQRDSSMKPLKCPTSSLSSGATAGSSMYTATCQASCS
#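 Assay principle: reduced luminescence from a cAMP-responsive reporter in HEK293 cells co-expressing a constitutively active GLP-1R. Conditions: 24 hr compound incubation, 37 deg C, 5% CO2.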
# GLP-1R agonist – GLP-1 receptor (human) agonism | HEK293 GLP-1R CRE-luciferase, luminescence, 4-6 h; cells express a hypersensitive GLP-1R form | Potency, µM (top dose mostly 45.6 µM), inactives show at the top dose activation, actives largely listed as activators | 380,000 tested, 0.007% active | AID 624172; further: % of control where 0% means no effect
# HT1080NT lethal – kills 2HG-producing HT-1080-NT fibrosarcoma cells; Potency, µM (highest dose often 46.1 µM), for inactives: top-dose activity, negative = less viability, actives largely listed as cytotoxic; 360,000 tested, 1.6% active; HT-1080-NT fibrosarcoma viability, CellTiter-Glo ATP luminescence, 48 h;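 further: NT is the 2HG producing partner of a matched IDH1 knockdown line; 0% = DMSO-treated cells and -100% = media-only wells without cells; nearly all actives have a fitted effect of over 55% in size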
#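 Viability by CellTiter-Glo luminescence after 48 h compound exposure at 37C of HT-1080-NT cells (750/well, RPMI, 5% FBS). % activity scaled between DMSO wells and medium-only wells, then curve-fitted and categorized by curve class.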
# HT1080 IDH1KD tx – kills HT-1080 cells with IDH1 knockdown; HT-1080 IDH1 knockdown viability, ATP luminescence, 48 h; Potency, µM (doses to about 46.1 µM), for the others: at the top dose activity, negative = toxicity, hits mostly cytotoxic; 360,000 tested, 2% active;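 further: 0% = DMSO wells and -100% = cell-free medium wells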
#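 In this qHTS, HT-1080 cells depleted of IDH1 are exposed for 48 h at 37 °C to compound titrations. Toxicity is scored from CellTiter-Glo luminescence, with DMSO as full viability and medium alone as none.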
# SW480 rereplic – induces DNA re-replication in SW480 colon adenocarcinoma cells; Potency, µM (titrated, usually from 46.1 µM), for the others: at the top dose re-replication activation, most hits filed as activators; SW480 DNA re-replication, Hoechst DNA content imaging, 48 h; 340,000 tested, 1.8% active; further: % of control where 0% means no effect; nearly all actives have a fitted effect of over 55% in size
#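 Compounds, transferred as 23 nL by pin tool, were incubated with cells for 48 hr; DNA content per nucleus was then quantified by Hoechst staining and fluorescence plate imaging.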
# HEK293 tox – cytotoxicity counter-screen for GLP-1 receptor inverse agonists; 410,000 tested, 0.13% active; Potency, µM (top dose mostly 38.3 µM), without a hit: top-dose activity change, negative = inhibition, usual class: inhibitors; HEK293 cAMP-luciferase reporter cells, luminescence, 24 h;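 further: loss of luciferase light is scored as toxicity; on the % scale 0 is the no-effect control and ±100 the full control effect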
#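 Here, cytotoxicity is scored as loss of luminescence. The MLSMR collection was tested on cells seeded in medium containing 10% Nu serum, with a 24 hr compound exposure preceded by 12 hours of culture.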
# The depositor's hits bear a star; ? = inconclusive; · = no result given; [ ] = remark or other dose. The call rests on the fitted dose curve; in most records, active means well fitted curve in the direction sought with a large enough effect; inconclusive means small, poorly fitted or top-dose-only effect, or another doubt; inactive means no such curve, though single readings can be large; an effect the other way counts as inactive or inconclusive. Potency means the concentration at half of the fitted maximal effect.
SMILES,TDP-43 yeast inh,KB-3-1 cytotox,KB-V1 cytotox,GLP1R inv ag,GLP-1R agonist,HT1080NT lethal,HT1080 IDH1KD tx,SW480 rereplic,HEK293 tox
O=C1C(=O)N(Cc2ccco2)C(c2cccs2)/C1=C(\O)c1cccc([N+](=O)[O-])c1 (stereo not given),12%,1%,7%,6%,-1%,1%,5%,13%,-1%
O=[N+]([O-])c1cc(-c2nc(-c3ccccc3)no2)ccc1N1CCN(c2ccccc2)CC1,2%,8%,0%,3%,·,·,·,·,-10%
COC(=O)c1sc2cccc(F)c2c1S(=O)(=O)N1CCN(c2ccc(C)cc2C)CC1,17%,5%,-26%,?,·,·,·,·,10%
COc1cccc(CN(C)C(=O)C(CCSC)NS(=O)(=O)c2ccc3c(c2)OCCO3)c1OC (stereo not given),-16%,-28%,15µM*,?,0%,?,-16%,-448%[inhibitor],?
COc1cccc(C2CCCN2Cc2nc(CC3CC3)no2)c1 (stereo not given),11%[9.22 µM],-1%,6%,3%[7.66 µM],6%,-1%,3%,3%,-5%[7.66 µM]
COc1ccc(-c2nnn(CC#N)n2)cc1OC,24%,14%,10%,2%,-1%,4%,2%,-8%,-2%
CCCNC(=O)N1c2ccccc2Sc2ccccc21,3%,-6%,-19%,?,1%,-1%,-2%,-18%,18%
Cc1ccc(S(=O)(=O)N2CCC(C(=O)Nc3cc(C)ccc3C)CC2)cc1,3%,1%,-12%,4%,·,·,·,·,-2%
Cc1cc(C=O)c(C)n1-c1cc(C(F)(F)F)ccc1N1CCOCC1,?,2%,?,?,-1%,-6%,-13%,-4%,-1%
CC(C)CNC(=O)c1cccc(NC(=O)c2ccco2)c1,-2%,-6%,-10%,-16%,-2%,1%,24%,-8%,0%
Cc1cc(C)cc(OCC(=O)O/N=C(\N)c2ccccn2)c1,16%,10%,29%,11%,6%,4%,9%,3%[9.22 µM],-7%
Cn1cc(C(=O)C(=O)N2CCCCC2)c2ccccc21,1%,4%,0%,8%,0%,2%,2%,-6%,-25%

# Next section, starting with the last 4 of the part before.
SMILES,TDP-43 yeast inh,KB-3-1 cytotox,KB-V1 cytotox,GLP1R inv ag,GLP-1R agonist,HT1080NT lethal,HT1080 IDH1KD tx,SW480 rereplic,HEK293 tox
Cc1cc(C=O)c(C)n1-c1cc(C(F)(F)F)ccc1N1CCOCC1,?,2%,?,?,-1%,-6%,-13%,-4%,-1%
CC(C)CNC(=O)c1cccc(NC(=O)c2ccco2)c1,-2%,-6%,-10%,-16%,-2%,1%,24%,-8%,0%
Cc1cc(C)cc(OCC(=O)O/N=C(\N)c2ccccn2)c1,16%,10%,29%,11%,6%,4%,9%,3%[9.22 µM],-7%
Cn1cc(C(=O)C(=O)N2CCCCC2)c2ccccc21,1%,4%,0%,8%,0%,2%,2%,-6%,-25%
CCOC(=O)c1c(C)nc2c(c1-c1ccccc1)C(=O)c1ccccc1-2,-12%,0%,2%,0%,16%,18%,18%,-1%,17%
CCOc1ccc(-n2c(SCC(=O)Nc3ccc4c(c3)OCO4)nc3c(c2=O)SCC3)cc1,-12%,4%,1%,2%,4%,-11%,-1%,4%,-7%
NC(=O)CCN(Cc1ccccc1)S(=O)(=O)c1ccccc1,0%,15%,-14%,18%,-6%,5%,10%,-10%,-16%
O=S1(=O)N=C(N=Nc2c(O)[nH]c3ccccc23)c2ccccc21,13%,0%,?,101%[activator],-8%,2%,5%,-2%,-14%
CC1=C(C(=O)N(C(C)C)C(C)C)CC(CC(=O)NCCc2ccccn2)C(=O)N1CCC1=CCCCC1 (stereo not given),-6%,21µM*,-12%,8%,-5%,1%,16%,·,-6%
CC(=O)c1c(C)c(C)c2n1CCn1c(C)ccc1-2,15%,0%,-16%,21%,18%,6%,3%,10%,5%
O=C(COc1ncnc2scc(-c3ccccc3)c12)NC1CCCc2ccccc21 (stereo not given),-20%,10%,-15%,6%,-8%,4%,0%,7%,-4%
Cc1cc(=O)n2cc(-c3ccccc3)nc2[nH]1,0%,-6%,13%,0%,3%,6%,5%,-21%,2%
COCCOC(=O)C1=C(C)NC(=O)NC1/C=C/c1ccccc1 (stereo not given),7%,5%,3%,10%,6%,6%,9%,-1%,6%
Cc1ccc(C(=O)Nc2ccc(CC(=O)O)cc2)o1,4%,3%,1%,?,-4%,15%,0%,0%,2%
C=CCn1c(Cc2c[nH]c3ccccc23)n[nH]c1=S,-5%,0%,10%,6%,-4%,9%,-17%,10%,-9%
Cc1ccc(-n2nc3cc(C)c(NC(=S)NC(=O)/C=C/c4ccco4)cc3n2)cc1,24%,-5%,-6%,3%,-12%,-10%,-12%,3.7µM*,2%
CNc1ccc(C2(O)C(=O)c3ccccc3C2=O)cc1,-13%[0.397 µM],16%,12%,4%,14%,0%,10%,-3%,-12%
Cc1ccc(CN(C)C(=O)c2cc(S(=O)(=O)N3CCOCC3)ccc2F)o1,-8%,-16%,0%,7%,1%,1%,-1%,7%,5%
Cc1ccc(-c2csc3ncn(Cc4ccc(C(=O)O)cc4)c(=O)c23)cc1C,20µM*,12%,?,8%,-3%,7%,-22%,-9%,0%
CCCOc1ccc(Cc2c(O)nc(N)[nH]c2=O)cc1C,25%,1%,7%,19%,7%,16%,0%,-16%,2%
CS(=O)(=O)Cc1cccc(C(=O)NN(c2ccccc2)c2ccccc2)c1,-16%,2%,-13%,19%,-1%,-12%,0%,-2%,12%
CCCN1CCN(C(=O)C(C)n2nc(C)c3sc4ccccc4c3c2=O)CC1 (stereo not given),-2%,-9%,-23%,?,11%,-4%,-8%,-3%,-2%
Cc1ccc(-c2nn3c(C)nnc3s2)cc1NC(=O)c1ccc(Br)o1,20%,-7%,-17%,29%,16%,5%,5%,0%,-12%
CCOC(=O)c1sc(=S)n2c1[nH]c(=O)c1ccc(C(=O)OC)cc12,?,-6%,-10%,5%,0%,0%,12%,-3%,-7%
CCCCC(CCC(=O)Nc1ccc(C(=O)OC)cc1)C(=O)O (stereo not given),12%,14%,?,7%,-2%,10%,15%,-2%,18%
CCCn1cc(S(=O)(=O)c2ccccc2)c(=O)c2cc(F)c(N3CCN(C)CC3)cc21,4%,-2%,?,3%,-4%,0%,3%,-21%,-3%
O=C(Cn1c(=O)oc2cc(S(=O)(=O)N3CCCCC3)ccc21)N1CCc2ccccc21,12%,1%,7%,13%,-3%,-12%,-6%,-6%,17%
O=C(CCCOc1ccccc1)Nc1ccccc1C(F)(F)F,19%,6%,1%,-16%,0%,4%,10%,-1%,-8%
NC(=O)C1CCN(C(=O)CSc2ncccn2)CC1,14%,7%,1%,10%,-2%,8%,0%,-21%,-3%
Cc1cccc(-n2ncc(C(=O)NCc3ccco3)c2C2CCN(C(=O)OC(C)(C)C)CC2)c1,0%,-12%,7%,?,·,·,·,·,2%
COc1ccc(C)cc1N(CC(=O)Nc1ccc2c(c1)OCCO2)S(C)(=O)=O,14%,1%,2%,1%,17%,0%,1%,-1%,0%
CC(=O)C1C(c2ccccc2Cl)NC(=O)NC1(O)C(F)(F)F (stereo not given),16%,-7%,-20%,0%,-3%,9%,3%,-8%,4%
CNC(=O)CC1C(=O)N(c2ccc(F)cc2)C(=S)N1NC(=O)c1ccc(Br)cc1 (stereo not given),11%,-7%,-2%,11%,-3%,-2%,-2%,20%,-1%
CC(=O)CCc1ccc2oc(C(=O)O)c(C)c2c1,5%,3%,1%,-19%,-3%,-1%,-1%,-1%,-3%
C[C@@H]1CN([C@@H](C)CO)C(=O)CCCn2nncc2CO[C@H]1CN(C)S(=O)(=O)c1ccccc1,4%,2%,0%,13%,-1%,-8%,0%,·,33%[activator]
Cc1ccc(NC(=O)CCS(=O)(=O)c2cccc3nsnc23)c(C)c1,9%,1%,-6%,-2%,0%,·,·,·,0%
CC(C)NC(=O)N(C)C[C@H]1Oc2ccc(NS(=O)(=O)c3cccs3)cc2C(=O)N([C@H](C)CO)C[C@@H]1C,0%,1%,14%,0%,-6%,0%,7%,17%,4%
O=C1C=C(OCCF)CC(c2ccccc2C(F)(F)F)O1 (stereo not given),?,-3%,-5%,4%,·,7%,10%,·,2%
Cc1ccc(F)c(CNC(=O)C2CCC(=O)N(CCCN3CCCC3=O)C2)c1F (stereo not given),5%,4%,?,0%,5%,5%,13%,3%,-9%
COc1c(C)cc(C(=O)C2CCCN(C(=O)c3ccc4[nH]ccc4c3)C2)cc1C (stereo not given),·,4%,-3%,?,5%,-24%,-2%,1%[1.84 µM],-1%
Cc1ccc(S(=O)(=O)N(C)C[C@@H]2Oc3c(NC(=O)C4CC4)cccc3C(=O)N([C@@H](C)CO)C[C@@H]2C)cc1,27%,0%,0%,8%,3%,-2%,4%,-13%,6%
CC(=O)OC(C)C1C2=C(C(=O)CC1(C)O)C(=O)c1c(ccc(-c3ccc4c(c3O)C(=O)C3=C(C4=O)C(C(C)OC(C)=O)C(C)(O)CC3=O)c1O)C2=O (stereo not given),6%,?,?,1%,-12%,-9%,-12%,16%,-23%
COc1ccc(S(=O)(=O)N2CCCCC2)cc1NC(=O)c1ccc(=O)[nH]c1,-3%[9.22 µM],3%,13%,22%[7.66 µM],9%,-15%,-2%,1%,2%[7.66 µM]
Cc1ccc(S(=O)(=O)N2CCN(CC(=O)N3CCCC3)CC2)c(C)c1,15%,0%,-3%,5%,15%,13%,-1%,0%,23%
Cc1ccc(S(=O)(=O)N2[C@@H](c3ccc(Br)cc3)C(C(=O)O)=CC[C@H]2c2cccc(Cl)c2)cc1,-5%,0%,0%,-10%,-3%,-1%,-2%,30%,0%
COC(=O)Cc1csc(Nc2ccc(F)c(Cl)c2)n1,?,0%,2%,7%[7.66 µM],1%,11%,4%,-3%,7%[7.66 µM]
COc1cc(/C=C/C(=O)OC(C)C(=O)NC2CCCCC2C)cc(Cl)c1OC (stereo not given),0%,21%,-2%,5%,-5%,0%,2%,2%,30%

# Screening results (PubChem BioAssay)
